# Bioassay records (PubChem BioAssay)
# IDE exosite inh – insulin-degrading enzyme (human) exo-site inhibition; z-score at 20 µM; purified IDE, FL-6b probe fluorescence polarization; stronger effect = lower value; P14735; actives 6.3% (n = 17,000);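 active = z-score of -3 or lower, meaning strong loss of probe binding signal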;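 also: His-tagged human IDE residues 42-1019 made in E. coli with 30 nM FL-6b probe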
# Target sequence (P14735 42-1019 limits assumed): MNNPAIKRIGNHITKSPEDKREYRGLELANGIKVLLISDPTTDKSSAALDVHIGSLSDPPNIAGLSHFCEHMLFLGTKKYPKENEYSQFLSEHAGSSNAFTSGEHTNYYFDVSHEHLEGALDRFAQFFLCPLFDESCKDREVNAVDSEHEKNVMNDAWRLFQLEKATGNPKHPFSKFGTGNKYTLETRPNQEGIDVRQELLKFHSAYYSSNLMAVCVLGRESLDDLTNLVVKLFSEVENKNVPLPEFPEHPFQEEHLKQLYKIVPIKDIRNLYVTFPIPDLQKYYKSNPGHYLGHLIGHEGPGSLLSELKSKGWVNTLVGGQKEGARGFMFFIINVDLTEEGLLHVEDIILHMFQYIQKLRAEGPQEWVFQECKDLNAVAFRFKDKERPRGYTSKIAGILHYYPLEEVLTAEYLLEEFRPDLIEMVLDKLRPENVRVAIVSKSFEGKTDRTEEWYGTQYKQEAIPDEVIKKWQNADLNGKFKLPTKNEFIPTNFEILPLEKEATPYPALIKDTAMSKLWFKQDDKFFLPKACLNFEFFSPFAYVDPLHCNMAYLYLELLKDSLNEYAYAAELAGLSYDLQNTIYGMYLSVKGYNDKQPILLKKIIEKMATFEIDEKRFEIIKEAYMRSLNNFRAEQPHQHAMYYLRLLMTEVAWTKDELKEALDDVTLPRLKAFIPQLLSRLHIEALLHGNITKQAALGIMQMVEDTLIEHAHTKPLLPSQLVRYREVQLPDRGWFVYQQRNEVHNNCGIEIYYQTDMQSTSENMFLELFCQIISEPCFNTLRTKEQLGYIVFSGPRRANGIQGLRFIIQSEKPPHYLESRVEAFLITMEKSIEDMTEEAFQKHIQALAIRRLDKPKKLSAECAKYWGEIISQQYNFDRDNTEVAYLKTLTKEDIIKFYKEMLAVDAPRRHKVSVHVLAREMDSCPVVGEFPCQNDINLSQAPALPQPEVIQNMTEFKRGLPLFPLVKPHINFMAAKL
# Starred values were filed as active, the others as inactive.
SMILES	IDE exosite inh
CN(C)Cc1cn(CC[C@@H]2CC[C@@H](NC(=O)Cc3cccnc3)[C@@H](CO)O2)nn1	0.13
Cc1ccc(S(=O)(=O)N2CC[C@H]3[C@H](CO)Nc4ccc(-c5cccc(C(=O)N(C)C)c5)cc4[C@H]32)cc1	0.75
CO[C@H](CN(C)C(=O)c1ccc2c(c1)OCO2)[C@@H](C)CN([C@H](C)CO)S(=O)(=O)c1ccc(Cl)cc1	0.09
O=C(c1ccccn1)N1C[C@H]2[C@@H](c3ccccc31)[C@@H](CO)N2C(=O)Nc1ccccc1Cl	2.1
C/C=C/c1ccc([C@H]2[C@@H](CO)N(C(=O)C3CCC3)[C@H]2CNC(=O)NC(C)C)cc1	-1.2
COc1cccc(-c2ccc([C@H]3[C@@H](CO)N(C(=O)c4ccccn4)[C@H]3C#N)cc2)c1	-5.9*
CCC(=O)N1[C@H](CO)[C@@H]2c3ccccc3N(C(=O)c3cnccn3)C[C@@H]21	0.33
N#C[C@H]1[C@H](c2ccc(C#Cc3cccc(F)c3)cc2)[C@@H](CO)N1C(=O)C1CC1	4.7
CN1C(=O)c2cc(NS(C)(=O)=O)ccc2OC[C@H]2O[C@@H](CC(=O)NCc3ccccc3)CC[C@@H]21	0.18
N#C[C@@H]1[C@H](c2ccccc2-c2cccc(F)c2)[C@H](CO)N1C(=O)CN1CCOCC1	-0.28
O=C(c1cccnc1)N1CCCCN2[C@H](CO)[C@H](c3ccc(C#Cc4cccnc4)cc3)[C@@H]2C1	-4.3*
O=C(Cc1ccccc1)N1CC(=O)N2[C@@H](CO)[C@@H](c3ccc(C#Cc4ccccc4)cc3)[C@@H]2C1	0.82
CC(C)NC[C@H]1[C@@H](c2ccc(-c3ccccc3)cc2)[C@@H](CO)N1CC1CC1	3.4
COCC(=O)NC[C@H]1[C@@H](c2ccccc2)[C@@H](CO)N1C(=O)c1ccccc1	-0.093
C/C=C/c1ccccc1[C@@H]1[C@@H](C#N)N(C(=O)CN2CCOCC2)[C@@H]1CO	0.38
O=C(Nc1ccccc1F)N1C[C@H]2[C@@H](c3ccccc31)[C@@H](CO)N2C(=O)Cc1cccnc1	-0.2
N#C[C@H]1[C@@H](c2ccc(-c3ccccc3)cc2)[C@@H](CO)N1C(=O)Cc1ccncc1	3
CS(=O)(=O)N1CC(=O)N2[C@H](CO)[C@H](c3ccc(C#CC4CCCC4)cc3)[C@@H]2C1	1.4
c1ccc(CN2[C@@H]3CNC[C@H]2C3c2ccc(-c3ccncc3)cc2)nc1 (some centres not stated)	1.3
CC(C)C#Cc1ccc([C@@H]2[C@H]3CN(C(=O)c4ccc(F)cc4)CCCCN3[C@H]2CO)cc1	0.4
O=C(c1ccccc1F)N1CC(=O)N2[C@H](CO)[C@@H](c3ccc(-c4cccnc4)cc3)[C@@H]2C1	-2.7
CC(C)CC#Cc1ccc([C@@H]2[C@H](CO)N3C(=O)CN(S(=O)(=O)c4cccc(F)c4)C[C@@H]23)cc1	-0.33
CCC(=O)N1CC(=O)N2[C@H](CO)[C@@H](c3ccc(C#CC4CCCCC4)cc3)[C@@H]2C1	0.34
COc1cccc(S(=O)(=O)Nc2ccc3c(c2)C(=O)N(C)[C@@H]2CC[C@@H](CC(=O)NCC4CCCCC4)O[C@H]2CO3)c1	-1.4
O=C(Nc1cc(F)ccc1F)N1CC(=O)N2[C@H](CO)[C@H](c3ccc(-c4cccnc4)cc3)[C@@H]2C1	-1.5
CC(=O)NC[C@H]1[C@@H](c2ccc(-c3cccnc3)cc2)[C@H](CO)N1C(=O)C1CCC1	0.85
O=C(C1CCCC1)N1CC(=O)N2[C@@H](CO)[C@@H](c3ccc(Br)cc3)[C@@H]2C1	0.21
N#C[C@@H]1[C@H](c2ccc(C#CC3CCCC3)cc2)[C@@H](CO)N1S(=O)(=O)c1ccccc1	2.4
O=C(C[C@@H]1CC[C@H]2[C@@H](COC[C@H](O)CN2C(=O)Cc2ccccc2)O1)NC1Cc2ccccc2C1	-0.31
CCC(=O)N(C)C[C@H]1[C@@H](c2ccc(C3=CCCCC3)cc2)[C@@H](CO)N1C(=O)CC	2.1
O=C(NC[C@H]1[C@H](c2ccccc2)[C@H](CO)N1CC1CCCC1)c1cccnc1	3.1
C[C@H](CO)N1C[C@H](C)[C@H](CN(C)C(=O)[C@@H](Cc2ccccc2)N(C)C)OCc2ccccc2-c2c(n(C)c3ccccc23)C1=O	-0.21
CN1CCCCN2[C@H](CO)[C@@H](c3ccc(-c4ccc(F)cc4)cc3)[C@@H]2C1	0.11
CN(C)C(=O)c1ccc(-c2ccccc2[C@@H]2[C@H](C#N)N(C(=O)C3CC3)[C@H]2CO)cc1	-0.31
O=S(=O)(Cc1ccccc1)N1CCCCN2[C@@H](CO)[C@H](c3ccc(-c4ccc(F)cc4)cc3)[C@@H]2C1	6.5
CCCC(=O)Nc1ccc2c(c1)OC[C@@H](C)N(CC1CCOCC1)C[C@H](C)[C@H](OC)CN(C)C2=O	-0.26
COc1cccc(-c2ccc3c(c2)O[C@@H](CN(C)Cc2cccnc2)[C@H](C)CN([C@@H](C)CO)S3(=O)=O)c1	0.092
CO[C@@H]1CN(C)C(=O)c2cc(NS(C)(=O)=O)ccc2OC[C@H](C)N(C(=O)C2CCOCC2)C[C@@H]1C	0.49
COCC(=O)N(C[C@@H]1N[C@@H](CO)[C@@H]1c1ccc(-c2ccccc2)cc1)C(C)C	0.71
C[C@@H]1CN([C@H](C)CO)S(=O)(=O)c2ccc(C#CC3(O)CCCC3)cc2O[C@@H]1CN(C)C(=O)Nc1cccc(F)c1	-0.72
CO[C@H](CN(C)S(=O)(=O)c1ccc(F)cc1)[C@@H](C)CN(Cc1ccccc1Cl)[C@H](C)CO	-0.079
C[C@H](CO)N1C[C@H](C)[C@@H](CN(C)C(=O)[C@@H](Cc2ccccc2)N(C)C)OCc2ccccc2-c2c(n(C)c3ccccc23)C1=O	-0.18
Cc1ccccc1S(=O)(=O)N1[C@H](C#N)[C@H](c2ccc(C#CC3CCCCC3)cc2)[C@@H]1CO	4.5
C[C@@H]1CN([C@H](C)CO)C(=O)c2cc(NS(=O)(=O)c3ccccc3)ccc2O[C@@H](C)CCCCO[C@H]1CN(C)C(=O)C1CCCCC1	0.88
N#C[C@@H]1[C@@H](c2ccccc2)[C@H](CO)N1S(=O)(=O)c1ccc(F)cc1	2.7
CS(=O)(=O)N(CC1CCC1)C[C@@H]1N[C@@H](CO)[C@@H]1c1ccccc1	0.7
O=C(c1ccccc1)N1CC(=O)N2[C@@H](CO)[C@H](c3ccc(C#Cc4ccccc4)cc3)[C@@H]2C1	-3.8*
CCCC#Cc1cnc2c(c1)C(=O)N([C@H](C)CO)C[C@@H](C)[C@@H](CN(C)C(=O)Nc1cc(F)ccc1F)O2	-0.071

# 4 structures from above, arranged by length of the SMILES, rising.
SMILES	IDE exosite inh
COCC(=O)N(C[C@@H]1N[C@@H](CO)[C@@H]1c1ccc(-c2ccccc2)cc1)C(C)C	0.71
CO[C@H](CN(C)S(=O)(=O)c1ccc(F)cc1)[C@@H](C)CN(Cc1ccccc1Cl)[C@H](C)CO	-0.079
O=C(c1ccccc1)N1CC(=O)N2[C@@H](CO)[C@H](c3ccc(C#Cc4ccccc4)cc3)[C@@H]2C1	-3.8*
C[C@@H]1CN([C@H](C)CO)S(=O)(=O)c2ccc(C#CC3(O)CCCC3)cc2O[C@@H]1CN(C)C(=O)Nc1cccc(F)c1	-0.72

# Further results follow.
SMILES	IDE exosite inh
COc1ccc(C#Cc2cccc(-c3nc(C(=O)NCCCN4CCOCC4)cc4c3[C@@H](CCO)N(S(=O)C(C)(C)C)C4)c2)cc1OC (some centres not stated)	1.5
CCCNC(=O)C[C@H]1CC[C@@H]2[C@H](COC[C@H](O)CN2C(=O)c2ccc(F)cc2)O1	-0.26
COCC(=O)N1CC(=O)N2[C@H](CO)[C@@H](c3ccc(C#CC(C)C)cc3)[C@@H]2C1	0.04
CCCC(=O)Nc1ccc2c(c1)C(=O)N(C)C[C@H](OC)[C@H](C)CN(Cc1ccc(F)cc1)[C@H](C)CO2	0.4
CCCC#Cc1ccc2c(c1)O[C@@H](CN(C)Cc1ccccn1)[C@H](C)CN([C@H](C)CO)S2(=O)=O	-1.8
O=C(NCC[C@H]1CC[C@H](NS(=O)(=O)Cc2ccccc2)[C@@H](CO)O1)C1CCCCC1	-0.51
O=C(Nc1ccccc1)N1CCCCN2[C@H](CO)[C@H](c3ccc(-c4ccncc4)cc3)[C@@H]2C1	1.2
CCC(=O)N1[C@H](C(=O)NCc2ccc(F)cc2)[C@@H](CO)[C@@H]2Cn3c(ccc(C4=CCCCC4)c3=O)[C@@H]21	0.62
COc1cccc(C#Cc2ccc([C@H]3[C@@H](CO)N4C(=O)CN(C(C)=O)C[C@@H]34)cc2)c1	-5.1*
O=C(CC(F)(F)F)N1C[C@H]2[C@@H](c3ccccc31)[C@H](CO)N2Cc1cccnc1	3.5
COCC(=O)N(C[C@@H]1N[C@@H](CO)[C@@H]1c1ccc(C2=CCCCC2)cc1)C(C)C	3.9
O=C(CN1CCOCC1)N1CCCCN2[C@H](CO)[C@@H](c3ccc(Br)cc3)[C@H]2C1	-0.73

# IDE exosite inh, entries above that show a hit
SMILES	IDE exosite inh
COc1cccc(-c2ccc([C@H]3[C@@H](CO)N(C(=O)c4ccccn4)[C@H]3C#N)cc2)c1	-5.9*
O=C(c1cccnc1)N1CCCCN2[C@H](CO)[C@H](c3ccc(C#Cc4cccnc4)cc3)[C@@H]2C1	-4.3*
O=C(c1ccccc1)N1CC(=O)N2[C@@H](CO)[C@H](c3ccc(C#Cc4ccccc4)cc3)[C@@H]2C1	-3.8*
COc1cccc(C#Cc2ccc([C@H]3[C@@H](CO)N4C(=O)CN(C(C)=O)C[C@@H]34)cc2)c1	-5.1*

# Next compounds.
SMILES	IDE exosite inh
CNC(=O)C[C@H]1CC[C@@H]2[C@H](COc3ccc(NC(=O)c4ccccc4F)cc3C(=O)N2C)O1	0.45
COc1ccc(-c2cccc(-c3nc(C(=O)N(C)C)cc4c3[C@H](CCO)N([S@@](=O)C(C)(C)C)C4)c2)cc1	-0.68
CN(C)C(=O)c1ccc(-c2ccc([C@H]3[C@@H](C#N)N(C(=O)C4CCOCC4)[C@H]3CO)cc2)cc1	-0.53
O=C(c1ccccn1)N1CC(=O)N2[C@H](C1)[C@H](c1ccc(C#CC3CCCC3)cc1)[C@@H]2CO	2.9
COc1ccc(S(=O)(=O)Nc2cccc3c2O[C@H](CN(C)CC2CCCCC2)[C@H](C)CN([C@@H](C)CO)C3=O)cc1	1.3
COc1ccc(-c2ccc([C@H]3[C@H](CO)N4C(=O)CN(C(=O)Cc5ccccn5)C[C@@H]34)cc2)cc1	-1.3
O=C(C[C@@H]1CC[C@@H]2NC[C@@H](O)COC[C@H]2O1)NCCc1ccncc1	0.006
O=C(Nc1ccccc1F)N1CC(=O)N2[C@H](CO)[C@H](c3ccc(C#Cc4ccc(F)cc4)cc3)[C@H]2C1	1.9
O=C(NCC1CC1)[C@@H]1[C@@H](CO)[C@@H]2Cn3c(ccc(C4=CCCC4)c3=O)[C@@H]2N1C(=O)C1CC1	0.59
COCC(=O)N1[C@H](CO)[C@@H](c2ccccc2)C12CN(C(=O)c1ccccc1)C2	1.5
O=C(C[C@@H]1C[C@H]2c3cc(NS(=O)(=O)c4ccccc4)ccc3O[C@H]2[C@H](CO)O1)N1CCOCC1	-0.24
CCC(=O)N1[C@H](CN(CC)C(=O)NC2CCCC2)[C@@H](c2ccccc2)[C@@H]1CO	3.3
COc1cccc(C(=O)Nc2ccc3c(c2)C(=O)N(C)[C@H]2CC[C@@H](CC(=O)NCc4ccc(F)cc4)O[C@@H]2CO3)c1	-6.2*
O=C(NCC1CC1)[C@H]1[C@H](CO)[C@H]2Cn3c(ccc(-c4ccccc4F)c3=O)[C@@H]1N2Cc1cncnc1	-0.78
CCC(=O)N1[C@@H](CO)[C@@H](c2ccc(-c3ccccc3)cc2)[C@@H]1CN(CC)C(C)=O	1.8
O=C(C[C@@H]1CC[C@@H]2[C@H](COC[C@@H](O)CN2C(=O)Nc2ccc(F)cc2)O1)NC1CCC1	-0.083
O=C(C[C@H]1CC[C@H](NC(=O)c2ccc(F)cc2)[C@H](CO)O1)NCCc1ccccc1	1
O=C(Nc1cc(F)ccc1F)N1CC(=O)N2[C@H](CO)[C@@H](c3ccc(-c4cccc(F)c4)cc3)[C@H]2C1	1
COc1cccc(-c2ccc([C@@H]3[C@H](CO)N4C(=O)CN(C(=O)c5cccnc5)C[C@@H]34)cc2)c1	-1.6
N#C[C@H]1[C@@H](c2ccc(C3=CCCCC3)cc2)[C@@H](CO)N1C(=O)c1cccc(F)c1	0.88
COCC(=O)N1CC(=O)N2[C@H](CO)[C@@H](c3ccc(C#CC4CC4)cc3)[C@H]2C1	0.089
O=C(Nc1ccccc1F)N1CCCCN2[C@@H](CO)[C@@H](c3ccc(C4=CCCC4)cc3)[C@@H]2C1	0.83
O=C(CN1CCOCC1)N1CCCCN2[C@H](C1)[C@H](c1ccc(-c3ccccc3)cc1)[C@@H]2CO	0.9
O=C(Nc1ccc(F)cc1)N1CCCCN2[C@H](CO)[C@H](c3ccc(C#Cc4ccccc4)cc3)[C@@H]2C1	0.11
CCCC#Cc1ccc([C@H]2[C@@H](CO)N3CCCCN(Cc4cncnc4)C[C@H]23)cc1	-1.8
CC(C)NC[C@H]1[C@@H](c2ccc(C3=CCCCC3)cc2)[C@@H](CO)N1C(=O)NC(C)C	0.99
O=C(NC[C@H]1N[C@H](CO)[C@@H]1c1ccccc1)C1CCC1	0.4
N#C[C@@H]1[C@@H](c2ccc(/C=C/c3ccccc3)cc2)[C@@H](CO)N1C(=O)C1CCC1	2
C[C@@H]1CC=CC[C@H](c2ccc(F)cc2)NC(=O)[C@@H](Cc2ccccc2)N(C)C(=O)c2ccccc2O1 (mixture of isomers)	-0.57
O=C(O)C[C@@H]1C=C[C@H](NC(=O)Nc2cc(F)ccc2F)[C@@H](CO)O1	0.39

# These rows are one share of the data; the hit share may differ from the screen's.
